Compound activity from PubChem BioAssay.
PI5P4K alpha inh: inhibitors of human PI5P4K alpha; max response, %; 1.2% of 330,000 active; PI5P4Kalpha enzyme, ADP-Glo luminescence, 60 min; stronger effect = lower value; active = max response of -50% or lower; inconclusive = between -30% and -50%; inactive = -30% or higher; note: value at the top dose of about 77 µM; % is set by controls: 0 for no effect and ±100 for the full control effect
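Compounds were pin-transferred onto PI5P4Kalpha and substrate in HEPES pH 7.4 buffer with EGTA, CHAPS and 5% DMSO. ATP (5 microM final) started the reaction, which ran 60 minutes at room temperature before ADP-Glo detection.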
WRN inhibitor: WRN helicase (human) inhibition; WRN helicase unwinding, fluorescent forked duplex, kinetic; Potency, µM (series often up to 114 µM), without a hit: at the highest dose activity change, negative = inhibition, actives largely listed as inhibitors; 0.46% of 360,000 active; AID 651768; note: potency is the fitted concentration of half-maximal effect; % is set by controls: 0 for no effect and ±100 for the full control effect; nearly all actives have a fitted effect of over 55% in size
Target sequence (Q14191 whole entry, looked up): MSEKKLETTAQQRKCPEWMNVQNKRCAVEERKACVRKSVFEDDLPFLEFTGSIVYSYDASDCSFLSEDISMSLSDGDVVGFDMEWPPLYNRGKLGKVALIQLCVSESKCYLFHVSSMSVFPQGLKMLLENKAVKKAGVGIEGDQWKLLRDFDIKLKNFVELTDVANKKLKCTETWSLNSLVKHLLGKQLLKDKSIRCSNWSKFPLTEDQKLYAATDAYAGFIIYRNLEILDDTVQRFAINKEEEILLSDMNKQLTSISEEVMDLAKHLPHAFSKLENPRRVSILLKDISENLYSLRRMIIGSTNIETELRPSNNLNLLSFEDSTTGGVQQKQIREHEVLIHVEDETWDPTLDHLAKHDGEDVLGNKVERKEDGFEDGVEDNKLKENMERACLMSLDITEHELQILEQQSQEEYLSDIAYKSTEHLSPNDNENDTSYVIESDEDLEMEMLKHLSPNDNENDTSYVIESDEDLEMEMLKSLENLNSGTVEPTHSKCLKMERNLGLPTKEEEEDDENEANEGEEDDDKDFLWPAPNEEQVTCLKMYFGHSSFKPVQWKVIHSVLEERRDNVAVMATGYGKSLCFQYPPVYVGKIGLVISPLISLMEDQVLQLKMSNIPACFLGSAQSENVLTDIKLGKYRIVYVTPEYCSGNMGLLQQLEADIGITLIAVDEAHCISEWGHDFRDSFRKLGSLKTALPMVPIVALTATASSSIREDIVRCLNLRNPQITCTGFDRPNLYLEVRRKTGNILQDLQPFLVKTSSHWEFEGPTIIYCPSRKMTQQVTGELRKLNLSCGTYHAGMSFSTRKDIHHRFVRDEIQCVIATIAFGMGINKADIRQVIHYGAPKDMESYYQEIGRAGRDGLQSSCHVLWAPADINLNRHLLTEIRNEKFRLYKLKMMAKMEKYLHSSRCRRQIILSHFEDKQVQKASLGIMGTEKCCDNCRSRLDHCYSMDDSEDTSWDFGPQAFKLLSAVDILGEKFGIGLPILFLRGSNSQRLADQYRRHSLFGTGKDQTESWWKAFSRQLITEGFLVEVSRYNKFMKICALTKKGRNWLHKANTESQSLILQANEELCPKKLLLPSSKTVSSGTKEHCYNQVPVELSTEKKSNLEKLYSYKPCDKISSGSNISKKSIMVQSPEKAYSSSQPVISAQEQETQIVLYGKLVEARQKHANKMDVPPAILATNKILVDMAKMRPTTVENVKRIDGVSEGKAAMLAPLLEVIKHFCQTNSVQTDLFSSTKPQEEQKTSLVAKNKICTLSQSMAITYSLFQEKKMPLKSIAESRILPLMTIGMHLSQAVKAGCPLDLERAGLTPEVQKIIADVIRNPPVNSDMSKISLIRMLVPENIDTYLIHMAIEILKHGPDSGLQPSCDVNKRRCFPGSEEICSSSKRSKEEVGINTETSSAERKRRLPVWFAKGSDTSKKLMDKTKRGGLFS
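Fluorescence dequenching readout, ex 525 nm/em 598 nm, kinetic mode: forked duplex DNA (100 nM final) with adjacent fluorophore and quencher unwound by WRN (20 nM final) with 2 mM ATP. Compound preincubation 15 min, room temperature.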
PLK1 PBD block: blocks phosphopeptide binding to human PLK1 polo-box domain; P53350; AID 720504; Plk1 PBD binding of FITC phosphopeptide, fluorescence polarization; 2.8% of 360,000 active; Potency, µM, inactives show max response, negative = inhibition, hits mostly inhibitors; note: potency is the fitted concentration of half-maximal effect; series mostly up to about 57 µM; % is set by controls: 0 for no effect and ±100 for the full control effect; nearly all actives have a fitted effect of over 65% in size
GLP-1R agonist: activates the human GLP-1 receptor. P43220. 0.007% of 380,000 active. Potency, µM (series often up to 45.6 µM), without a hit: at the top dose activation, hits mostly activators. HEK293 GLP-1R CRE-luciferase, luminescence, 4-6 h; cells express a hypersensitive GLP-1R form; note: potency is the fitted concentration of half-maximal effect; % of control where 0% means no effect
IL2 activator: activates IL-2 in a cell-based reporter assay; IL-2 activation reporter assay, cell-based qHTS; stimulated with anti-CD3/CD4/CD28 beads; in transgenic mouse T cells; 0.065% of 360,000 active; activation, % (series mostly up to about 46 µM); AID 652025; in the data active = activation above about 50%; inconclusive = mostly about 30% to 49%; note: 0% is about no effect
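Using fluorescent plate cytometry, EGFP and DsRed are detected in transgenic mouse T cells stimulated 18 h at 37 degrees C with antibody-coated beads after 60 min compound pretreatment.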
D3 ag: D3 dopamine receptor (human) agonism. max activation, %. P35462. D3R DiscoveRx beta-arrestin cells, luminescence, 90 min. 0.58% of 410,000 active; in the data active = max activation above about 30%; note: 0% is about no effect; mostly tested at two doses, the higher about 12 µM
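Agonist-mode cell screen: cells plated at 1500/well and incubated overnight at 37 °C, then exposed to library compounds for 90 min at 37 °C. Detection reagent was added for 30–60 min at room temperature, and luminescence was read.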
HEK293 tox: cytotoxicity in counter-screen for GLP-1R inverse agonists; AID 624418; HEK293 cAMP-luciferase reporter cells, luminescence, 24 h; Potency, µM (titrated, usually from 38.3 µM), inactives show top-dose activity change, negative = inhibition, most hits filed as inhibitors; 0.13% of 410,000 active;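 note: loss of luciferase light is scored as toxicity; potency is the fitted concentration of half-maximal effect; % is set by controls: 0 for no effect and ±100 for the full control effect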
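Seeding density was 200 cells/uL; after overnight-length (12 h) culture, 23 nL compounds went on for 24 h at 37 °C. Readout used a luciferase detection reagent, luminescence taken after 12 min at room temperature.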
GLP1R inv ag: inverse agonists of human GLP-1 receptor; P43220; HEK293 GLP-1R CRE-luciferase, luminescence, 24 h; GLP-1R form is constitutively active; Potency, µM (titrated, usually from 38.3 µM), for inactives: top-dose activity change, negative = inhibition, hits mostly inhibitors; 1.6% of 410,000 active; AID 624417; note: potency is the fitted concentration of half-maximal effect; % is set by controls: 0 for no effect and ±100 for the full control effect; nearly all actives have a fitted effect of over 55% in size
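Inverse agonism was detected as reduced cAMP-driven luciferase luminescence after 24 h compound treatment. The cells were HEK293 clones expressing constitutively active human GLP-1R with the reporter. Reporter-only and GPR119 cell lines served as counterscreen controls.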
DRD3 antagonist: blocks the human D3 dopamine receptor | D3R cells, DiscoveRx beta-arrestin luminescence, antagonist mode; stronger effect = lower value | max response, negative = inhibition, % | 2.5% of 360,000 active | AID 652054; in the data active = max response below about -50%; inconclusive = no clear call, values can overlap the other calls; note: % is set by controls: 0 for no effect and ±100 for the full control effect; mostly tested at two doses, the higher about 12 µM
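Cells expressing the human receptor were seeded at 1500 cells/well, incubated overnight at 37 degrees C in 5% CO2, then exposed to library compounds with dopamine controls for 90 minutes at 37 degrees C before luminescent detection.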
* marks the source's active call; other numbers are inactive results; ? = inconclusive; / = no result given; [ ] = dose if it differs, or a comment. Unless noted, calls come from the whole dose curve; as a rule, active = well fitted curve in the direction sought with a large enough effect; inconclusive = small, poorly fitted or top-dose-only effect, or another doubt; inactive = no such curve, though single readings can be large; an effect the other way counts as inactive or inconclusive. The order is random. About 7.8% of those tested had a hit in this group.

SMILES	PI5P4K alpha inh	WRN inhibitor	PLK1 PBD block	GLP-1R agonist	IL2 activator	D3 ag	HEK293 tox	GLP1R inv ag	DRD3 antagonist
CC(C)n1ncc2c(C(=O)Nc3cccc(S(=O)(=O)N(C)C)c3)cc(C3CC3)nc21	6	-8%	1%	-21%	-3.6	5	-18%	?	38
COc1ccc(-c2cc(C(=O)Nc3ccccc3)on2)cc1	-1	8%	-1%	0%	-0.2	-8	0%	17%	-9
O=C(COC(=O)CCC(=O)c1ccc(F)cc1)Nc1ccccc1	1	2%	-4%	0%	-7.3	17	2%	18%	-7
Cn1cc(C=C2C(=O)CC(C)(C)CC2=O)c2ccccc21	-6	-17%	27µM*	1%	0.5	-2	-3%	8%	13
CCCOc1ccc(N2C(=O)CC(SC(=NCC)Nc3cccc(F)c3)C2=O)cc1 (stereo unspecified)	10	-2%	-5%	5%	-1.3	9	8%	5%	-4
O=C(O)c1ccc(CN2C(=O)c3ccccc3S2(=O)=O)cc1	-7	-25%	-7%	7%	0.7	0	-1%	2%	-9
CN(c1ccccc1C(=O)Nc1cccc([N+](=O)[O-])c1)S(=O)(=O)c1ccccc1	1	-7%	-6%	5%	-0.3	-3	-11%	-13%	-12
CCOC(=O)COC(=O)c1ccc(O)cc1	/	8%	-8%	-11%	-1.4	1	6%	9%	7
O=C(Nc1ccc2c(c1)OCCO2)c1ccncc1	4	4%	?	-3%	0.5	1	-9%	5%	22
CCOc1ccc(NC(=O)CNc2cccc(S(=O)(=O)N3CCCCCC3)c2)cc1OCC	-2	5%	-3%	3%	0.2	0	-21%	10µM*	0
CC(=O)NCCCC(=O)NC(CCC(=O)OCc1ccccc1)C(=O)OCc1ccccc1 (stereo unspecified)	1	-4%	-1%	-1%	-0.9	-1	4%	11%	-9
CCOc1ccc(-n2c(O)c(/C=N/Nc3nnc(C)c(=O)[nH]3)c3ccccc3c2=O)cc1	-64*	?	-9%	-2%	-4.2	-12	?	?	?
CCCS(=O)(=O)NC(=O)C1(C)CCCN(C(=O)c2ccc(F)c(Cl)c2)C1 (stereo unspecified)	3	-8%	-1%	-8%	0.6	0	10%	18%	3
Cc1ccccc1CN1C(=O)CSCC1(C)C(=O)NC(C)C (stereo unspecified)	-4	-1%	-10%	/	1.1	-2	-5%	-4%	1
O=C(O)C1C2CCC(C2)C1C(=O)Nc1ccccc1 (stereo unspecified)	5	-3%	5%	-3%	-2.0	-5	-4%	-14%	20
CCOc1ccc(C(=O)N2CCN(c3ccccc3)CC2)cc1OCC	-2	8%	-8%	-1%	0.8	-9	2%	1%	0
CNC(=O)Nc1cc(C(F)(F)F)cc(C(F)(F)F)c1	8	3%	3%	8%	-2.5	9	-3%	-17%	5
COc1ccc(C(=O)N2CCc3ccccc32)cc1S(=O)(=O)N1CCOCC1	-7	-8%	2%	0%	0.2	-1	-8%	1%	1
CN1CCN(S(=O)(=O)c2ccc(Oc3ccc(F)cc3Br)nc2)CC1	5	-2%	-9%	16%	1.4	1	-17%	?	-9
COc1cccc(CN2CCN(Cc3[nH]c4ccccc4c3C)CC2CCO)c1 (stereo unspecified)	11	-2%	-1%	19%	-3.3	-3	-7%	?	-7
O=C(OCC(=O)N1CCCC1=O)c1cc(S(=O)(=O)N2CCOCC2)ccc1Cl	-3	-2%	0%	-9%	-0.6	4	12%	2%	-5
O=C(Nc1ccccc1N1CCCCC1)c1cccs1	/	-13%	-2%	2%	-2.0	13	8%	-25%	22
Cc1ccc(S(=O)(=O)NC(=O)c2cccn2C)cc1	/	-12%	-4%	2%	2.0	1	-2%	-5%	19
Cc1ccc(N(CN2C(=O)C3C4CCC(C4)C3C2=O)C(=O)c2ccco2)cc1 (stereo unspecified)	2	-5%	-2%	3%	0.2	5	-4%	-13%	13
O=C(O)C(c1ccccc1)N1C(=O)/C(=C\c2ccc(-c3ccccc3Cl)o2)SC1=S (stereo unspecified)	?	50µM*	?	-2%	-3.2	5	-7%	-17%	?
Continued:
SMILES	PI5P4K alpha inh	WRN inhibitor	PLK1 PBD block	GLP-1R agonist	IL2 activator	D3 ag	HEK293 tox	GLP1R inv ag	DRD3 antagonist
CC1CCCCC1NS(=O)(=O)CCNC(=O)c1ccc2c(c1)OCO2 (stereo unspecified)	3	-2%	5%	8%	1.1	10	-11%	-27%	2
Cc1ccc(C(=O)O/N=C2\CCS(=O)(=O)c3sccc32)cc1	-6	4%	-5%	-13%	0.6	2	10%	3%	13
CS(=O)(=O)N(CC(=O)NCCSCc1ccccc1)c1ccccc1Cl	0	-1%	3%	12%	-1.2	2	-5%	?	10
Cn1c(SCc2cccnc2)nc2cccnc21	0	8%	-1%	0%	-2.2	-1	-23%	14%	18
Oc1cccc(/C=N/N=C/c2cccc(O)c2O)c1O	-14	-14%[11.6 µM]	3%	3%	-0.4	2	-1%	315%[activator]	-11
CC1(C(=O)Nc2cccc3ccccc23)CCN1C(=O)Cc1ccccc1Cl (stereo unspecified)	19	-7%	1%	0%	4.0	-4	-4%	-23%	17
O=C(NNS(=O)(=O)c1ccc(F)cc1)C1CCN(Cc2cccc(F)c2)CC1	4	-5%	-15%	10%	-0.2	-11	0%	-14%	?
CCNC(=O)c1cc2c(c(-c3cccc(-c4ccccc4F)c3)n1)[C@H](CCO)N(C(=O)CC)C2	-2	-2%	-2%	-2%	0.1	-5	-21%	-27%	-6
CC1=NN(C(=O)CCc2ccccc2)C(c2ccccc2)C1 (stereo unspecified)	4	1%	-12%	19%	-3.8	4	6%	?	6
O=C(CCN1C(=O)/C(=C/c2ccc(F)cc2)SC1=S)NC1CCS(=O)(=O)C1 (stereo unspecified)	6	0%	-9%	-4%	-1.6	1	-11%	5%	-9
CCOC(=O)NC(=O)CN1C(=O)NC2(CCc3ccccc32)C1=O (stereo unspecified)	-8	-22%	-5%	-2%	-3.7	1	-1%	1%	4
O=C(CSc1ccc2nnc(-c3ccccn3)n2n1)Nc1ccccc1C(F)(F)F	-7	-32%	-6%	2%	-2.5	-12	-3%	3%	-7
COc1ccc(-c2csc(C(NC(C)=O)c3ccccc3)n2)cc1 (stereo unspecified)	-1	-11%[57.1 µM]	-4%	5%	1.4	7	2%	3%	1
O=C(COc1cc(F)ccc1[N+](=O)[O-])N1N=C(c2cccs2)CC1c1ccco1 (stereo unspecified)	-20	-6%	-9%	6%	-0.6	-2	-16%	?	-55*
O=C(C[N+]12CC[N+](CC(=O)c3ccc(F)cc3)(CC1)CC2)c1ccc(F)cc1	-5	-14%	?	-2%	0.0	-1	4%	14%	0
CC(C)(C)OC(=O)NCCc1onc(-c2ccccc2F)c1C(=O)O	1	4%	-13%	4%	-0.4	-7	1%	16%	0
O=C(COC(=O)c1ccc(Br)cc1)NC(=O)NCc1ccccc1	1	-3%	2%	-7%	0.0	0	-6%	0%	8
N#CC1=C(N)Oc2cc(O)ccc2C1c1ccc(Br)s1 (stereo unspecified)	?	-21%	30µM*	-1%	9.1	-9	48%[activator]	-10%	11
Cc1ccc(OCC(=O)Nc2nnn(C)n2)c(C)c1	-1	9%	-24%	-1%	1.4	-3	-6%	5%	3
O=C(NCc1ccccn1)c1cn(-c2ccccc2)nc1-c1ccc(Cl)cc1	17	-3%	-5%	4%	-0.3	-7	0%	?	0
Cc1cccc(C(=O)Nc2ccc(C(=O)N/N=C/c3cccnc3)cc2)c1	3	0%	-6%	9%	0.3	3	3%	16%	5
O=C(Cc1c(F)cccc1Cl)Nc1cc(S(=O)(=O)N2CCOCC2)ccc1N1CCCC1	0	8%	4%	-7%	0.2	-14	10%	12%	-23
Cc1onc(-c2c(F)cccc2Cl)c1C(=O)N[C@@H]1C(=O)N2C(C(=O)O)C(C)(C)S[C@H]12 (stereo partly specified)	11	4%	-13%	-1%	0.1	4	6%	-2%	4
COCCN1C[C@@H](CO)O[C@@H](n2cnc3c(N4CCOCC4)ncnc32)C1	0	7%	0%	-9%	-0.3	5	1%	33%[activator]	19
Cc1ccc(S(=O)(=O)Oc2ccccc2/C=C2/SC(=O)NC2=O)cc1	6	-3%	-16%	-2%	1.9	18	-7%	-22%	-3

A few values from the results shown.
`CCOc1ccc(C(=O)N2CCN(c3ccccc3)CC2)cc1OCC` in D3 ag = -9
`O=C(COC(=O)CCC(=O)c1ccc(F)cc1)Nc1ccccc1` in HEK293 tox = 2%

(more compounds)
SMILES	PI5P4K alpha inh	WRN inhibitor	PLK1 PBD block	GLP-1R agonist	IL2 activator	D3 ag	HEK293 tox	GLP1R inv ag	DRD3 antagonist
C=CCn1c(SCc2c(F)cccc2Cl)nnc1-c1ccco1	1	-6%	-14%	9%	-3.2	-11	2%	0%	5
CC1CCN(C(=O)CN(c2cccc(F)c2)S(C)(=O)=O)CC1	-4	10%	-9%	7%	-3.7	5	-28%	-7%	9
COC(=O)N1c2ccccc2CCc2ccccc21	-1	12%	2%	1%	-3.9	-9	0%	?	0
CCN1C(=O)C2C(c3ccc(O)c(OC)c3)NC(C)(C(=O)OC)C2C1=O (stereo unspecified)	1	4%	-7%	-3%	-0.3	0	-1%	8%	5
CC1CC(C)CN(CCC(=O)Nc2ccc3c(c2)CCC3)C1 (stereo unspecified)	-1	2%	-13%	8%	1.3	-14	5%	?	?
Cc1ccc(S(=O)(=O)NC(=O)C2(C)CCN2C(=O)Cc2ccc(-c3ccccc3)cc2)nc1 (stereo unspecified)	3	-1%	-2%	5%	0.6	4	2%	-20%	-10
COc1ccc(OCC(O)CN(C)C(=O)/C=C/c2cccc([N+](=O)[O-])c2)cc1 (stereo unspecified)	3	0%	-9%	7%	-4.2	-7	0%	8%	-9

Reformatted as a markdown table: entries from further up
| Structure | PI5P4K alpha inh | WRN inhibitor | PLK1 PBD block | GLP-1R agonist | IL2 activator | D3 ag | HEK293 tox | GLP1R inv ag | DRD3 antagonist |
| --- | --- | --- | --- | --- | --- | --- | --- | --- | --- |
| COC(=O)N1c2ccccc2CCc2ccccc21 | -1 | 12% | 2% | 1% | -3.9 | -9 | 0% | ? | 0 |
| CCN1C(=O)C2C(c3ccc(O)c(OC)c3)NC(C)(C(=O)OC)C2C1=O (stereo unspecified) | 1 | 4% | -7% | -3% | -0.3 | 0 | -1% | 8% | 5 |
| CC1CC(C)CN(CCC(=O)Nc2ccc3c(c2)CCC3)C1 (stereo unspecified) | -1 | 2% | -13% | 8% | 1.3 | -14 | 5% | ? | ? |
